SENP7 block: blocks the human protease SENP7; AID 434973; recombinant SENP7, Z-RLRGG-aminoluciferin luminescence, 40 min; inhibition, % at 5 µM; actives 1.5% (n = 330,000); Q9BQF6;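 active means inhibition above about 50% at the single test dose, limit read from the data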;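 further: plate controls were DMSO with enzyme for no effect and no enzyme buffer wells for full effect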
Target sequence (Q9BQF6 706-1050 limits assumed): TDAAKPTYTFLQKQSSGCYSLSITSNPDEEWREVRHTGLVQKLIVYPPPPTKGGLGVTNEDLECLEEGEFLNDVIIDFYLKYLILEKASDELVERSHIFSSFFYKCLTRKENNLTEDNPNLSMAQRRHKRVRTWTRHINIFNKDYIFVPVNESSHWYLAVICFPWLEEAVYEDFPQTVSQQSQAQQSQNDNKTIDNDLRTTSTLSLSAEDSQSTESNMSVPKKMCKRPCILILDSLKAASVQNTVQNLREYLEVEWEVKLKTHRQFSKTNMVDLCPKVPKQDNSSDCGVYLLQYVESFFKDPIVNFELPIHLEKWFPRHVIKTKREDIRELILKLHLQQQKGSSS
HKDC1 inhibitor: blocks human hexokinase HKDC1 activity; actives 0.16% (n = 340,000); recombinant HKDC1, G6PDH/diaphorase resazurin coupled fluorescence; inhibition, % at 20 µM;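 active means inhibition above about 35% when tested at 20 µM, limit read from the data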;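 further: plate controls were DMSO wells with enzyme for no effect and DMSO wells lacking enzyme for full effect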
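Material – in-house recombinant HK5 (HKDC1) enzyme · Quantity – HKDC1 at 5 µg/mL · Buffer or medium – pH 8.0 Tris buffer with 10 mM MgCl2 · Reagent – glucose with 1 mM ATP · Dosing – single 20 µM dose · Times – reaction time 90 min, room temperature, protected from light · Technique – resorufin fluorescence at 613 nm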
Gli-Sufu block: Gli-Sufu pathway antagonism. Sufu-KO-LIGHT fibroblasts, Gli luciferase reporter luminescence. inhibition, % at 5 µM. actives 0.74% (n = 340,000). AID 588413;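 active means inhibition above about 55%, limit read from the data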;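 further: 0% = DMSO-treated cells and 100% = wells with medium but no cells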
697 NFkB inh: lowers PMA/ionomycin-induced NF-kB signal in 697 B cells | 697 B-cell NF-kB luciferase reporter, 16 h | inhibition, % at 4 µM | actives 0.33% (n = 330,000) | AID 435022; in the data active means inhibition above about 35%
Apaf1 inhib: human Apaf-1 inhibition; reconstituted apoptosome caspase-3 activity, DEVD-Rh110 fluorescence; inhibition, % at 20 µM; actives 0.71% (n = 330,000); active means inhibition of at least 40% at 20 µM;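 further: plate controls were DMSO wells for no effect and DEVD-CHO caspase inhibitor wells for full effect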
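System – cell-free apoptosome with Apaf-1, procaspase-3 and caspase-9 · Buffer or medium – pH 7.5 Hepes buffer with CHAPS, BSA, DTT · Also added – cytochrome c with DEVD-Rh110 · Times – 30 min compound preincubation, 50 min activation, room temperature · Technique – Rh110 fluorescence intensity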
Jurkat NFkB inh: lowers PMA/ionomycin-induced NF-kB signal in Jurkat cells; AID 435003; PMA/ionomycin-induced NF-kB luciferase reporter, luminescence; actives 0.53% (n = 330,000); inhibition, % at 4 µM
SENP8 block: SENP8 protease inhibition; Q96LD8; purified SENP8, Z-RLRGG-aminoluciferin cleavage, luminescence; actives 1.2% (n = 330,000); inhibition, % at 10 µM; AID 2540
Target sequence (Q96LD8 whole entry, looked up): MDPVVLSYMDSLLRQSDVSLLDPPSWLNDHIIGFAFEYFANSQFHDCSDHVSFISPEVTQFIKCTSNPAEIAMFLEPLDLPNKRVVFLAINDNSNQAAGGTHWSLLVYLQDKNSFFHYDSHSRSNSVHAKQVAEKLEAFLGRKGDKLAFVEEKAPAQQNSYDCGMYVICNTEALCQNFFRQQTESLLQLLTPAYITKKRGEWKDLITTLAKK
UBC13 polyUb: human UBC13 polyubiquitination inhibition. UBC13 polyubiquitin chain formation, TR-FRET. P61088. actives 0.47% (n = 330,000). AID 485273. inhibition, % at 20 µM; in the data active means inhibition above about 45%, passing the limit was not always enough
Target sequence (P61088 whole entry, looked up): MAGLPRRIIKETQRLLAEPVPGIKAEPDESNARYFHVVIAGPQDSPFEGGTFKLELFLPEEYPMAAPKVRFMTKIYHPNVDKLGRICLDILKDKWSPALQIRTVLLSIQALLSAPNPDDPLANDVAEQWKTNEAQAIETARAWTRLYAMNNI
Starred values were filed as active, the others as inactive; / = not tested or not shown. Unless noted, no stated cut-off is given here; in the data, active means inhibition above about 50%; inactive means the rest.

The opening two records (preview)
SMILES	SENP7 block	HKDC1 inhibitor	Gli-Sufu block	697 NFkB inh	Apaf1 inhib	Jurkat NFkB inh	SENP8 block	UBC13 polyUb
Cc1cc(-n2c(SCC(=O)Nc3ccc(Br)cc3)nc3n[nH]c(C)c3c2=N)ccc1Cl	-4	1	-4	16	1	22	-1	12
Cc1ccc(C2CC(c3cccs3)=NN2S(=O)(=O)c2ccc(C)cc2)cc1 (centres undefined)	1	-10	15	-9	-6	14	3	5

The listing, previewed entries included:
SMILES	SENP7 block	HKDC1 inhibitor	Gli-Sufu block	697 NFkB inh	Apaf1 inhib	Jurkat NFkB inh	SENP8 block	UBC13 polyUb
Cc1cc(-n2c(SCC(=O)Nc3ccc(Br)cc3)nc3n[nH]c(C)c3c2=N)ccc1Cl	-4	1	-4	16	1	22	-1	12
Cc1ccc(C2CC(c3cccs3)=NN2S(=O)(=O)c2ccc(C)cc2)cc1 (centres undefined)	1	-10	15	-9	-6	14	3	5
CCN(CC(=O)Nc1ccccc1SC)Cc1nc2ccccc2c(=O)[nH]1	0	-5	-2	22	-21	3	-6	20
O=C1C(O)CC2c3ccccc3CC3(CCCC3)N12 (centres undefined)	6	6	2	13	1	-1	6	2
COc1ccc2[nH]cc(C3N4CC5(C)CN3CC(C)(C4)C5=O)c2c1 (centres undefined)	0	-3	4	3	-12	-3	0	7
COc1ccccc1-c1nc2c3ccccc3nc(=S)n2[nH]1	7	4	6	4	1	12	0	23
CC1CN(S(=O)(=O)c2cccc(C(=O)N(C)C3CCN(C)CC3)c2)CC(C)O1 (centres undefined)	1	0	22	17	-5	-17	9	1
COc1ccccc1-n1ccnc(SCC(=O)NCc2ccccc2Cl)c1=O	-5	4	-1	-9	2	-5	-3	6
COc1ccc(C(C)=O)cc1CSc1nc2ccccc2c(=O)n1-c1cccc(C)c1	7	-7	8	-3	-1	10	-9	6
Cc1cc2oc(=O)cc(CN3CCCCC3C)c2c(C)c1Cl (centres undefined)	-5	-2	0	-24	11	-14	-3	-17
C(=N\Nc1nc2ccccc2[nH]1)/c1ccc2c(c1)OCCO2	50	-6	-51	-164	13	-87	34	-6
N#C/C(C(N)=O)=C1/SC=C(c2ccccc2)N1c1ccccc1	4	-1	-29	1	8	-15	-10	35
Cc1ncc([N+](=O)[O-])n1CC(=O)Nc1cccc(C(F)(F)F)c1	-3	-7	-2	-13	2	2	10	-2
CCOC(=O)C1C(=O)OC2(CCOC(C)(C)C2)C1C(=O)OCC (centres undefined)	5	-7	1	12	-2	-14	0	5
CCCc1nnc(SCC(=O)Nc2ccc(Cl)cc2Cl)o1	7	6	-2	17	5	-20	0	1
COC(=O)Nc1ccc(S(=O)(=O)N2CCC(C(=O)NC3CCCCC3)CC2)cc1	-4	-6	-4	1	6	-12	-6	-5
CCCC(=O)Nc1ccc(Cl)c(NC(=O)c2cccnc2Cl)c1	2	-9	-23	-2	0	4	8	5
COc1cc(Cl)ccc1OCc1cc(C(=O)N2CCN(C)CC2)no1	0	-3	0	7	2	11	1	-1
CC(Sc1nc(NCc2ccccc2)nc(N2CCOCC2)n1)C(=O)Nc1ccccc1 (centres undefined)	6	-1	3	-3	19	1	-5	2
CCOc1ccc2nc(NC(=O)CSCC(=O)Nc3cc(C)on3)sc2c1	5	-3	-74	-66	1	-77	3	0
Cc1cc(C)n2ncc(-c3cccc(Br)c3)c2n1	11	-3	-10	-1	14	-29	5	13
COc1ccc(N2C(=O)CSC2c2ccncc2)cc1 (centres undefined)	2	0	0	15	-2	4	-3	5
CCOC(=O)C1CCCN(CC(O)COc2ccccc2C(C)=O)C1 (centres undefined)	-3	-7	6	9	6	-8	-15	-3
C1=C(CCNC2=NCCCCC2)CCCC1	4	-3	4	-21	4	-7	-5	-11
COC(=O)c1cc2nc(-c3ccccc3)cc(C)n2n1	-2	-3	-5	-9	-2	-3	-1	-2
CN1CCCN(S(=O)(=O)c2cccc(Cl)c2Cl)CC1	-14	-5	5	-4	-3	3	-9	-5
Cc1ccccc1OCCN1C(=O)NC2(CCCc3ccccc32)C1=O (centres undefined)	6	3	1	0	1	-16	-5	0
Cc1ccc(NC(=O)CN(C)C(=O)CSc2nc(C)cs2)cc1	-2	-4	4	7	-20	-3	-2	10
O=S(=O)(Nc1ccc(S(=O)(=O)Nc2ccccc2)cc1)c1ccccc1	-16	3	4	-2	8	-21	26	-14
Cc1cc(C)nc(SCC(N)=O)n1	0	-8	7	-4	-3	-7	0	-12
O=C(NCC(O)c1ccccc1)c1cccs1 (centres undefined)	-3	-6	-23	-58	-1	-51	-6	6
COc1ccc(CN2C(=O)C(CC(C)C)Nc3ncnc(N4CCN(c5ccccc5)CC4)c32)cc1 (centres undefined)	-10	-1	-1	-33	26	-13	-2	-16
O=c1cc(CNCCCO)c2ccccc2[nH]1	-1	-7	-5	-3	-2	3	-6	-11
O=C(c1cc(Cl)nc2ccccc12)N1CCc2ccccc2C1	9	-6	-6	26	5	-2	4	7
C[C@H](NC(=O)C1CCN(S(=O)(=O)c2ccccc2)CC1)C(=O)NCc1ccccn1	4	2	44	-3	3	-9	0	-4
C=CCn1c(SCC(=O)NC2CC2)nc2sc(CC)cc2c1=O	1	-2	-6	4	7	2	-5	2
C/C(Cc1ccccc1)=N\NC(=O)c1ccc(F)cc1	-3	-8	-4	-33	-4	-11	-3	-14
O=C(Nc1ccc(S(=O)(=O)N2CCCC2)cc1)C1CCCN1C(=O)c1cccs1 (centres undefined)	-4	4	3	13	3	3	-13	-1
CN(C)CCC(Oc1ccccc1OCc1ccccc1)c1ccccc1 (centres undefined)	3	-4	7	-8	-8	-2	-3	4
C/C(=N\NC(=O)CN1CCN(Cc2ccccc2)CC1)c1ccncc1	-6	0	14	-5	6	-6	-5	-6
Cc1cc(C)nc(-n2ncc3c2CC(c2ccc(F)cc2)CC3=O)n1 (centres undefined)	-10	-7	30	-5	3	-12	-5	-1
COC(=O)C1=C(COc2ccc(C=O)cc2OC)NC(=O)NC1c1cc(C)ccc1C (centres undefined)	-3	-6	3	-9	5	5	-12	-10
C=CCn1c(SCC(=O)OCc2ccccc2)nc2c1c(=O)n(C)c(=O)n2C	3	-5	5	2	-27	-2	1	6
COc1ccc(CC(=O)Nc2ccc(C(=O)NC(C)(C)C)cc2)cc1OC	-6	-6	4	15	-2	-2	8	-4
COc1ccc(-c2nnc(NC(=O)c3cccs3)s2)c(OC)c1	3	-1	-25	22	-27	-26	5	0
COc1cc(-c2cc(C(=O)NN3CCN(C)CC3)c3ccccc3n2)cc(OC)c1OC	-3	/	/	13	-11	1	0	14
Cc1ccc2c(c1Br)/C(=N/N1C(=O)c3ccccc3C1=O)C(=O)N2	-9	12	22	27	3	15	4	-50
COc1cccc(C(=O)NC(=S)Nc2ccc3oc(=O)ccc3c2)c1	8	7	-15	26	3	4	-8	2
CN1C(=O)/C(=C/c2cc(N=Nc3ccccc3)ccc2O)SC1=S	17	4	12	11	23	2	21	-51
O=C1CCN(Cc2ccc(Br)cc2)CCN1[C@H](CO)c1ccccc1	2	2	9	4	-1	-1	6	4
Cc1ccc(OC(=O)c2cc(C)nn2C(C)(C)C)cc1	3	2	6	21	-13	25	1	5
COc1ccc(-c2nc(CS(=O)CC(=O)NCCC3=CCCCC3)c(C)o2)cc1 (centres undefined)	7	5	-40	-28	20	-38	-3	12
O=C(/C=C/c1cccs1)N1CCCC1	7	-4	6	-18	0	-17	5	-4
COc1ccccc1N1CCN(C(=O)c2cccc(NC3=NC4CS(=O)(=O)CC4S3)c2)CC1 (centres undefined)	-16	-2	-12	10	8	-8	-9	2
COc1ccc(N2C(=O)CC(NCc3cccs3)C2=O)cc1 (centres undefined)	4	-2	5	-27	13	-11	-2	0
Cc1ccc(-c2n[nH]c(=S)n2/N=C/c2cccs2)cc1	-6	-5	-4	-16	18	8	-13	-27
Clc1ccc(-c2nnc(COc3ncnc4sccc34)o2)cc1	9	-9	-8	8	3	-7	-6	0
CCCCCCOc1ccc(C(CC(=O)NC)C(=O)O)cc1 (centres undefined)	-6	-2	-1	-6	7	-6	-6	-12
CCOC(=O)COc1ccc2c(=O)cc(-c3ccccc3)oc2c1	-4	4	/	11	-2	3	-13	4
NC1=NC2(CCCC2)n2c(nc3ccccc32)N1	-1	-13	-1	4	-11	9	3	4

5 entries drawn at random from those above, as already listed:
SMILES	SENP7 block	HKDC1 inhibitor	Gli-Sufu block	697 NFkB inh	Apaf1 inhib	Jurkat NFkB inh	SENP8 block	UBC13 polyUb
CCCCCCOc1ccc(C(CC(=O)NC)C(=O)O)cc1 (centres undefined)	-6	-2	-1	-6	7	-6	-6	-12
COc1cccc(C(=O)NC(=S)Nc2ccc3oc(=O)ccc3c2)c1	8	7	-15	26	3	4	-8	2
O=C1CCN(Cc2ccc(Br)cc2)CCN1[C@H](CO)c1ccccc1	2	2	9	4	-1	-1	6	4
CN1C(=O)/C(=C/c2cc(N=Nc3ccccc3)ccc2O)SC1=S	17	4	12	11	23	2	21	-51
COc1ccc(CC(=O)Nc2ccc(C(=O)NC(C)(C)C)cc2)cc1OC	-6	-6	4	15	-2	-2	8	-4

(further entries)
SMILES	SENP7 block	HKDC1 inhibitor	Gli-Sufu block	697 NFkB inh	Apaf1 inhib	Jurkat NFkB inh	SENP8 block	UBC13 polyUb
O=C(NCCN1C(=O)C2C3C=CC(C3)C2C1=O)Nc1cccnc1 (centres undefined)	-4	5	-5	-2	5	-4	5	4
COC(=O)[C@@]1(C)CC[C@]2(C)CC[C@@]3(C)C(=CC(=O)C4[C@@]5(C)CC[C@H](O)C(C)(C)[C@@H]5CC[C@]43C)[C@H]2C1 (some centres undefined)	-5	-3	-2	19	-5	-8	3	10
CC1CCCC(C)N1C(=O)CSc1nnc(-c2cccs2)o1 (centres undefined)	9	0	-68	-144	6	-99	-13	2
COc1ccccc1N1C(=O)C(=O)N(C)C1=O	-11	-5	-1	6	-1	3	-11	-10
Nc1nonc1-n1nnc(C(=O)N/N=C/c2ccc(OCc3ccccc3F)cc2)c1CNc1ccccc1	1	-4	/	4	12	-20	2	-11
COc1ccc(S(=O)(=O)N(C)c2ccc(C(=O)NCc3ccccn3)cc2)cc1	-10	-3	-3	6	1	2	-8	-3
COc1ccc(C2=NN(C(C#N)c3ccc(OC)c(OC)c3)C(c3ccccc3)C2)cc1 (centres undefined)	65*	2	-36	-224	22	-155	29	-10
CCc1cc2c(N3CCN(C(=O)c4ccco4)CC3)ncnc2s1	2	-2	36	10	-7	-3	1	2
CC1CCCN(CC(O)COc2ccc(S(=O)(=O)N3CCCC3)cc2[N+](=O)[O-])C1 (centres undefined)	1	-2	1	10	0	-4	3	11
Cc1ccc(C(=O)OCc2nc3ccccc3s2)o1	-2	-5	-6	-51	8	-66	4	0
CCN(c1ccccc1)S(=O)(=O)c1cc(C(=O)Nc2ccccc2Cl)ccc1F	6	-2	-5	3	8	-3	1	-2
CC1CCCCN1C(=O)NC1CC(=O)N(c2ccc3c(c2)OCCO3)C1 (centres undefined)	12	-5	-7	2	4	-10	-7	-6
CNCC(=O)N(CC(C)C)c1c(N)n(CC(C)C)c(=O)[nH]c1=O	-14	-5	10	9	12	-1	-7	-9
CCS(=O)(=O)N1CCN(Cc2ccccc2OC)CC1	-13	-5	-1	-17	20	-5	10	-7
COc1cccc(/C(C)=N/Nc2ncc(Cl)cc2Cl)c1	-4	-6	-37	-45	9	-35	-16	-7
CCOC(=O)c1c(NC(=O)CCS(=O)(=O)c2ccccc2)sc2c1CCN(C(C)C)C2	-9	2	18	-1	-9	8	-3	5
O=C(COC(=O)c1ccc2c(=O)n3c(nc2c1)CCC3)Nc1ccc(OC(F)F)cc1	3	12	1	5	-4	24	6	3
COc1cccc(/C=N/NC(=O)c2cc(-c3ccccn3)nc3ccccc23)c1O	7	-27	45	-49	19	21	-10	-44
COc1ccccc1C(c1c(N)n(C)c(=O)n(C)c1=O)C(C)[N+](=O)[O-] (centres undefined)	8	1	4	9	-4	-18	4	1
